Screening results deposited in PubChem by The Scripps Research Institute Molecular Screening Center.
GPR151 activ – human GPR151 activation. Q8TDV0. PathHunter beta-arrestin GPR151 cells, luminescence. activation, % at 11.2 µM. 650,000 tested, 1% active; in the data active = activation above about 4.9%;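 note: 0% = median of compound wells and 100% = cells with positive control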
Target sequence (Q8TDV0 whole entry, looked up): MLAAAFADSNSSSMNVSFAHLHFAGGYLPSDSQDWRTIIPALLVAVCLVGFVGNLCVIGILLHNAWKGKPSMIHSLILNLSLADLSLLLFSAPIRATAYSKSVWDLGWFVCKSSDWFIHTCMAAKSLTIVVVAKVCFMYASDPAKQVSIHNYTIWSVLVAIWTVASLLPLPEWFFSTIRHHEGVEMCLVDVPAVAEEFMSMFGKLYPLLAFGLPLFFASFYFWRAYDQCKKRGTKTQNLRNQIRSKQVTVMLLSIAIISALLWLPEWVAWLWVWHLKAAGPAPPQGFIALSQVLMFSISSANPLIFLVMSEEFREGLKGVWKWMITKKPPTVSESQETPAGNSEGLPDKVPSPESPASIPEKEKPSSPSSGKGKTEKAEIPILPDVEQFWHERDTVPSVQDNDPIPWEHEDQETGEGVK
MITF primary – blocks human microphthalmia-associated transcription factor | 650,000 tested, 0.91% active | AlphaScreen MITF homodimerization, bead proximity signal | inhibition, % at 2.6 µM | AID 1259374; in the data active = inhibition above about 50%;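 note: 0% = vehicle wells with protein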
Target sequence (O75030 whole entry, looked up): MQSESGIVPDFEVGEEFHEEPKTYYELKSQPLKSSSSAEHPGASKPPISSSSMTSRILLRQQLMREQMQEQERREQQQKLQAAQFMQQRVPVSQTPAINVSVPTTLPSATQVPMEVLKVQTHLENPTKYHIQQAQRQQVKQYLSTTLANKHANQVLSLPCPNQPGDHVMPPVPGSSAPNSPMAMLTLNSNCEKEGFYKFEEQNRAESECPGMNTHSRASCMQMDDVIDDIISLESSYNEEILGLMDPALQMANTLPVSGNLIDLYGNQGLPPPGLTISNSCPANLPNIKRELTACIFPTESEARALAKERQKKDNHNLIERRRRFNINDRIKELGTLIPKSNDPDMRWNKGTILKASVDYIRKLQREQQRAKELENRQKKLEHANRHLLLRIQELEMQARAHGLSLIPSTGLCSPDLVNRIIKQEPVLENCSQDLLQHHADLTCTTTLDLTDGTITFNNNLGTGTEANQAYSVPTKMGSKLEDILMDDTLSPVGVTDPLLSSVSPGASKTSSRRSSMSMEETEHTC
TEAD-YAP block – TEAD-YAP interaction inhibition; HEK-TIYL cells, TEAD-Gal4/YAP UAS-luciferase luminescence; inhibition, % at 9.12 µM; 640,000 tested, 1.4% active; AID 1259422; in the data active = inhibition above about 32%;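 note: 0% = median of test compound wells and 100% = reference inhibitor wells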
FBW7 activator – activators of human E3 ligase FBW7; AlphaScreen FBW7–phospho-cyclin E peptide binding, activator screen; 650,000 tested, 0.13% active; normalized activity (activation), % at 26.1 µM; Q969H0; in the data active = normalized activity above about 1.9%;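 note: purified mutant Fbw7 with reduced substrate affinity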
* hit, by the source's call.

SMILES	GPR151 activ	MITF primary	TEAD-YAP block	FBW7 activator
COc1ccc(/C=C/C(=O)Nc2ccc([N+](=O)[O-])cc2OC)cc1Br	0.0	6.3	2.6	-0.1
O=C(Cc1ccccc1)NN1C(=O)C2C3C=CC(C4CC34)C2C1=O (stereo not given)	0.8	5.6	-6.5	0.1
NNC(=O)C(Cc1cnc[nH]1)NC(=O)C1CCC(=O)N1 (stereo not given)	-0.5	3.5	8.6	1.2
Cc1cccc(CN2CCC(N3CCC(C(=O)N(C)Cc4cccnc4)CC3)CC2)n1	0.0	3.5	5.0	-0.1
CCCC(=O)NC(c1ccco1)c1c(O)ccc2ccccc12 (stereo not given)	-1.2	10.8	1.2	-0.1
C/C(=N\NC(=O)COc1ccc2ccccc2c1Br)c1ccc(O)cc1	-1.2	11.8	3.2	0.7
O=C(NC1CCCC1)c1ccc([N+](=O)[O-])cc1Cl	0.7	-6.8	-4.3	0.0
COc1ccc(NCc2ccccc2O)cc1	-0.6	10.2	-15.0	0.0
N/C(Cc1ccc([N+](=O)[O-])cc1)=N\OC(=O)COc1ccc(Br)cc1Cl	-0.1	6.7	8.4	0.0
CN1CCN(S(=O)(=O)c2ccc(F)c(C(=O)Nc3ccc(F)c(Cl)c3)c2)CC1	0.4	-5.2	0.9	0.0
CCOC(=O)c1ccc(NC(=O)CSc2nnnn2-c2cc(OC)ccc2OC)cc1	-1.1	6.1	-1.1	-0.2
CCCCCNC(=O)N1CCN(c2ncccn2)CC1	0.9	0.0	6.4	-0.1
NS(=O)(=O)c1ccc(NC(=O)c2ccc(Br)o2)cc1	-1.2	14.9	3.2	0.1
COc1ccccc1NC(=O)c1sc2cccc(Cl)c2c1Cl	1.2	7.3	-0.2	0.0
CCCCOc1ccc(C(=O)Nc2sc(C)c(C)c2C#N)cc1	8.3*	-2.3	-5.5	-0.1
Cc1ccc(C(=O)N2CCN(c3ccc(N)cc3)CC2)cc1	-0.4	-1.2	-1.2	-0.7
O=C(C1CCN(C2CCN(Cc3ccc4c(c3)CCO4)CC2)CC1)N1CCCC1	0.6	2.9	-1.3	0.2
COC(=O)C1=C(NC(=O)c2ccc(-c3ccccc3)cc2)CCS1	-1.3	-2.2	1.2	0.1
CCOc1ccccc1C(=O)NC1CC1	-0.5	9.2	20.1	0.5
Cc1ccc2c(c1)C1CN(C)CCC1N2C(=S)Nc1ccccc1F (stereo not given)	-0.2	-3.1	-1.6	-0.1

Looked up above.
Reading of CN1CCN(S(=O)(=O)c2ccc(F)c(C(=O)Nc3ccc(F)c(Cl)c3)c2)CC1 under FBW7 activator: 0.0
Reading of NNC(=O)C(Cc1cnc[nH]1)NC(=O)C1CCC(=O)N1 (stereo not given) under TEAD-YAP block: 8.6
Reading of Cc1ccc2c(c1)C1CN(C)CCC1N2C(=S)Nc1ccccc1F (stereo not given) under FBW7 activator: -0.1
Reading of N/C(Cc1ccc([N+](=O)[O-])cc1)=N\OC(=O)COc1ccc(Br)cc1Cl under TEAD-YAP block: 8.4
Reading of CCOc1ccccc1C(=O)NC1CC1 under GPR151 activ: -0.5
Reading of O=C(Cc1ccccc1)NN1C(=O)C2C3C=CC(C4CC34)C2C1=O (stereo not given) under GPR151 activ: 0.8
Reading of CCOC(=O)c1ccc(NC(=O)CSc2nnnn2-c2cc(OC)ccc2OC)cc1 under FBW7 activator: -0.2

The list continues:
SMILES	GPR151 activ	MITF primary	TEAD-YAP block	FBW7 activator
Cc1ccnc(NC(=O)CCNS(=O)(=O)c2ccc3c(c2)c(=O)n(C)c(=O)n3C)c1	-0.6	7.6	-6.7	-0.1
COc1ccc(C(C)(C)C)cc1NS(=O)(=O)c1cccc2cccnc12	0.8	11.9	5.9	0.0
CCC(C)OC(=O)C1=C(C)NC(=O)NC1c1ccccc1OC (stereo not given)	0.8	-9.3	-11.6	0.1
CCC(SC1=NC(=O)C(c2ccccc2)C(=O)N1)C(=O)Nc1cccc2ccccc12 (stereo not given)	0.8	2.6	-1.9	0.1
Cc1nn(C(=O)CNS(=O)(=O)c2ccc(F)cc2)c(C)c1Sc1ccc(Cl)cc1	-0.6	11.1	11.2	0.0
CC(C)c1ccc(CNC(=O)c2ccc([N+](=O)[O-])cc2)cc1	1.9	14.2	-2.0	0.1
CCS(=O)(=O)c1ccc2oc(=S)[nH]c2c1	-0.9	14.5	2.6	0.2
CC1CC(C)CN(S(=O)(=O)c2ccc3c(c2)OCC(=O)N3)C1 (stereo not given)	-0.1	-0.9	8.5	-0.6
COc1cc(N2CCN(C)CC2)ccc1Nc1cc(Nc2ccccc2-c2ncccn2)c(C(F)(F)F)cn1	2.4	16.0	-4.2	-0.1
CCOc1ccccc1/C=N/Nc1ncnc2nc[nH]c12	0.9	-2.0	7.5	-0.2
COc1ccc(C2=Nn3c(C)nnc3SC2)cc1	-0.6	12.7	-2.9	0.4
COc1ccccc1Cc1noc(COc2cccc(C)c2C)n1	0.7	-7.6	-6.3	0.5
COc1cccc(C2NC(=O)NC(C)=C2C(=O)OCCOC(C)C)c1 (stereo not given)	-0.5	4.2	0.5	0.0
NC1=NC(=O)/C(=C/c2ccncc2)S1	-0.8	5.4	-1.8	-0.2
CCc1ccccc1NC(=O)Cn1c(=O)n(CC2CCCO2)c(=O)c2ccccc21 (stereo not given)	-1.3	9.5	8.5	0.6
N#CC(C#N)=Cc1cn(CC(=O)NC2CCCC2)c2ccccc12	-0.1	17.2	2.2	1.1
COc1ccc(/C(O)=C2\C(=O)C(=O)N(c3ccc(C)c(Br)c3)C2c2ccc(OC)cc2OC)cc1 (stereo not given)	3.4	9.2	11.2	0.2
COc1cc(C2C(C(=O)OCCOc3ccccc3)=C(C)NC3=C2C(=O)CCC3)cc(Cl)c1O (stereo not given)	0.3	0.2	17.0	-0.1
CCOCCOC(=O)c1ccc(NC(=O)COc2ccccc2C)cc1	-0.5	-13.9	-3.9	0.4
O=C(COc1ccccc1)Nc1ccc(F)c([N+](=O)[O-])c1	-0.7	-1.9	12.0	-0.1

Reprinted from the part before: 3 entries, followed by the next part.
SMILES	GPR151 activ	MITF primary	TEAD-YAP block	FBW7 activator
COc1cc(C2C(C(=O)OCCOc3ccccc3)=C(C)NC3=C2C(=O)CCC3)cc(Cl)c1O (stereo not given)	0.3	0.2	17.0	-0.1
CCOCCOC(=O)c1ccc(NC(=O)COc2ccccc2C)cc1	-0.5	-13.9	-3.9	0.4
O=C(COc1ccccc1)Nc1ccc(F)c([N+](=O)[O-])c1	-0.7	-1.9	12.0	-0.1
C/C=C(\C)CN1CCc2nnc(C(C)NC(=O)C3CCOCC3)n2CC1 (stereo not given)	0.9	-11.4	4.6	0.1
CC(=O)N1CCN(Cc2c(F)cccc2F)CC1	0.5	-0.2	5.0	-0.1
Cc1ccc(OC2=CC(=O)c3c(OC(=O)c4ccccc4)c4ccccc4c4onc2c34)cc1	0.1	10.1	-5.0	-0.1
O=C(O)CNS(=O)(=O)c1ccc(I)cc1	0.8	-11.4	8.2	-0.1
COc1cccc(C(=O)c2oc3ccc(N)cc3c2C)c1	2.5	2.1	-0.6	0.0
CSc1ncccc1C(=O)Nc1ccc(S(=O)(=O)NC2=NCCCCC2)cc1	0.1	-0.3	3.0	0.1
Cc1ccc(-n2cc(-c3ccccc3)c3c(NN4CCN(C)CC4)ncnc32)cc1	1.2	1.9	0.6	-0.3
COc1ccccc1CC(Cc1nc2ccccc2[nH]1)c1nc2ccccc2[nH]1 (stereo not given)	0.4	0.3	-9.2	0.6
O=C(NNC(=S)NCCN1CCOCC1)c1ccc(N2CCCC2=O)cc1	-0.5	2.9	0.8	-0.1
Cc1ccc(N2CC(C(=O)Nc3ccc(N(C)C)cc3)CC2=O)cc1C (stereo not given)	-1.3	-1.9	0.9	-0.2
COCCNc1nc(-c2cc(C(C)C)ccc2OC)ccc1C(=O)NCCNC(C)=O	0.2	6.0	-4.6	-0.1
NS(=O)(=O)c1ccc(NC(=O)c2ccc(S(=O)(=O)N3CCOCC3)cc2)cc1	-0.1	-10.7	-6.1	0.1
CCCCCOc1cccc(C(=O)Nc2sc(C)c(C)c2C(=O)NC)c1	1.7	-14.9	-3.2	0.0
CC1=C(C(=O)Nc2ccccc2C)C(c2ccccc2F)n2nnnc2N1 (stereo not given)	0.1	-3.0	3.3	0.6
COc1cc(OC)cc(C2=NC3(CCCCCC3)NC2=O)c1	0.0	14.0	18.6	0.2
Cc1cccc(N(CC(=O)Nc2cccc(F)c2)S(C)(=O)=O)c1C	0.8	-4.3	8.3	-0.2
N#Cc1ccc(Oc2ccc(N3C(=O)c4ccc(C(=O)OCC(=O)c5ccc(Cl)cc5)cc4C3=O)cc2)cc1	0.1	3.5	9.2	0.0
CCN(CC)CCOC(=O)c1ccc2nc(NC(=O)C34CC5CC(CC(C5)C3)C4)sc2c1	-6.9	9.6	-43.0	0.0
Cc1[nH]c2ccccc2c1CCNC(=O)/C(=C/c1ccc(Br)cc1)NC(=O)c1ccccc1	-0.3	-3.3	0.0	-0.2
Cc1cccc2cc(CN(Cc3ccco3)C(=O)C(F)(F)F)c(=O)[nH]c12	-0.8	-16.4	61.0*	0.0
Cc1cccc(OCc2nc(-c3ccc(NC(=O)c4ccco4)cc3)no2)c1	-0.3	8.9	-66.9	0.1
COc1ccc(C/C(=N/O)c2ccc(OC)cc2)cc1	-0.4	0.1	-16.3	-0.1
CCN(CC)c1ccc(/C=C/c2[nH]c(=O)[nH]c(=O)c2[N+](=O)[O-])c(OC)c1	1.4	5.9	2.5	-0.1
Cc1cc(C(=O)N=Nc2c(O)n(CCCC#N)c3ccccc23)n[nH]1	-0.4	5.3	-9.9	0.2
O=C1CCC(=O)N1c1ccc(Br)cc1	-0.7	-3.5	-4.8	0.0
C/C(=N\NC(=O)c1ccc(N(C)C)cc1)c1ccco1	-0.6	6.6	-11.3	-0.1
NNC(=O)COc1ccc(C23CC4CC(CC(C4)C2)C3)cc1	-0.5	-2.0	1.3	-0.1
COc1cc(OC)cc(C(=O)N2C(C)CCCC2C)c1 (stereo not given)	-1.2	14.7	-7.7	0.1
CC12CC(=O)C(C)(C1)C1C(=O)N(c3ccc(C(=O)O)cc3)C(=O)C12 (stereo not given)	0.7	-1.8	7.8	0.1
CN1CCN(CC(=O)N/N=C\c2cc([N+](=O)[O-])ccc2O)CC1	-0.4	-82.1	-2.8	-0.3
Cn1cc(CN2CCCC(CO)(Cc3cccc(Cl)c3)C2)cn1 (stereo not given)	0.6	3.4	3.1	-0.1
CCCc1cc(C(=O)NCc2cc(NC(=O)Cn3cccn3)cc(C(=O)OC)c2)no1	-0.7	6.3	-7.2	-0.1
CC(C)Cn1c(CN2CCC(C)CC2)nc2c1c(=O)n(C)c(=O)n2C	-0.7	17.7	-6.8	0.7
CC(=O)OC1C(C)OC(Sc2ccccn2)C(OC(C)=O)C1OC(C)=O (stereo not given)	1.0	-4.7	8.8	0.1
Brc1ccc2ncnc(N3CCOCC3)c2c1	1.6	-0.1	18.0	0.0
O=C(Nc1sc2c(c1C(=O)O)CCCC2)c1cccc(Cl)c1	-0.8	-3.3	7.8	0.4
COc1ccc(S(=O)(=O)NCCC(=O)NCc2ccccc2OC)cc1	1.0	18.6	1.0	0.1
COc1ccc(C2C(C(=O)Nc3ccccn3)=C(C)Nc3ncnn32)cc1OC (stereo not given)	1.2	-5.3	-6.8	-0.1
N/C(=N\OC(=O)c1cccc(I)c1)c1ccncc1	-1.1	-5.7	0.0	0.0
COCc1[nH]nc2c1C(c1ccsc1)C(C#N)=C(N)O2 (stereo not given)	-0.2	7.8	4.1	-0.2
O=C(c1cccc([N+](=O)[O-])c1)c1ccc2[nH]c(=O)[nH]c2c1	-0.1	8.2	-1.9	0.2
O=C(COc1ccc2ccccc2c1)Nc1cccc2c1C(=O)NC2=O	-1.0	1.3	-2.5	0.1
Cc1cc(C)nc(SCC(=O)N/N=C\c2cccc(O)c2)n1	-0.4	0.8	1.9	-0.2
O=[N+]([O-])c1ccc(NCCNc2nc(N3CCOCC3)nc3ccccc23)cc1	-1.2	11.9	1.2	0.0
CC12CC(NC(=O)N1C1CCCCC1)c1cc(Br)ccc1O2 (stereo not given)	0.1	-5.8	0.8	0.0
CCOC(=O)N1CCC(NC(=O)c2c(C)nn(-c3ccccc3)c2-n2cccc2)CC1	-0.3	3.9	-15.3	0.3
O=C(Oc1ccccc1)n1c(=O)oc2ccc(Cl)cc21	0.9	-2.1	-25.3	0.1
CCOC(CNC(=O)C(C)N1C(=O)CC(C)(C)Sc2ccccc21)OCC (stereo not given)	-1.4	9.2	5.3	0.3
Cc1c(C)n(CC(O)CN2CCCCCC2)c2ccccc12 (stereo not given)	-0.7	24.1	0.1	0.8
N/C(=N\OC(=O)CSc1ccccc1)c1cccc([N+](=O)[O-])c1	1.6	-5.3	-27.2	-0.5
O=C(NN1C(=O)C2C3c4ccccc4C(c4ccccc43)C2C1=O)C1CC1 (stereo not given)	1.3	-3.3	0.3	0.0
CC1(C)C(=O)OC(c2ccc(Cl)cc2)C(C)(C)C1=O (stereo not given)	0.2	19.6	5.5	1.8
CCOC(=O)CSc1nc2cc(C(=O)N(CC)CC)ccc2c(=O)n1CCc1ccccc1	-0.4	-0.9	5.9	-0.2
Nc1ccc(NC(=O)c2cccs2)cc1	1.2	9.4	-17.4	-0.1
CCN1CCN(c2ncnc3c2c(-c2ccccc2)cn3-c2ccc(F)cc2)CC1	-1.1	-12.4	0.3	-0.1
Cc1cc(-c2ccc(Cl)cc2)c(C#N)c(N)n1	3.4	15.6	-3.4	0.0
C=CCn1c(SCC(=O)c2c(N)n(C)c(=O)n(C)c2=O)nc2sc(CC)cc2c1=O	2.6	-1.5	-12.5	0.1
Cc1ccccc1C(=O)NCCCN(C)C	-0.2	7.3	-5.6	-0.1
CCCCC(C(=O)Nc1ccc(C(=O)OC)cc1)N1C(=O)c2cc(Cl)c(Cl)cc2C1=O (stereo not given)	1.6	0.0	-4.3	0.0
CCN(CC)S(=O)(=O)c1cc(C(=O)Nc2ccc(C(C)=O)cc2)ccc1C	-0.6	21.1	-1.5	0.3
